Screening results (PubChem)
mcGAS MS inh: inhibitors of Mus musculus cyclic GMP-AMP synthase, initial high-throughput assay, cell-free, RapidFire MS; Q8C6L5; recombinant mouse cGAS, cGAMP by RapidFire MS; inhibition, % at 12.5 µM; actives 0.18% (n = 130,000);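 active = inhibition of cGAS enzyme activity at or above 60%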;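 also: enzyme stimulated by 45 bp dsDNA with ATP and GTP substrates; cGAMP share of summed cGAMP plus half ATP and half GTP signals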
Target sequence (Q8C6L5 whole entry, looked up): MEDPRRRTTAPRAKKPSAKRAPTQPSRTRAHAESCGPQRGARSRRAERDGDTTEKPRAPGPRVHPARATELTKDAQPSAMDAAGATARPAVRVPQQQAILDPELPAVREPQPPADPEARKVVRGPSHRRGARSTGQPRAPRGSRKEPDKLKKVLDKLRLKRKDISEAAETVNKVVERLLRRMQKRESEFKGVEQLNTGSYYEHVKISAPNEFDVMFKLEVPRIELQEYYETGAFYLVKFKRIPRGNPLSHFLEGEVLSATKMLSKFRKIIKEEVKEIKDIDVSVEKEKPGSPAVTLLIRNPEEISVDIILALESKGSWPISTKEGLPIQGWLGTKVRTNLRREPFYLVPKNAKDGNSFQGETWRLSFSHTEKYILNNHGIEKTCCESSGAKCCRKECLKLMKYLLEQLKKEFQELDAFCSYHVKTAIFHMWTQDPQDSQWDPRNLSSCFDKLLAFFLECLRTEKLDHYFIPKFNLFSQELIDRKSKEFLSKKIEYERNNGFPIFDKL
* marks the source's active call; other numbers are inactive results; & = joins results of further samples. These rows are one share of the data. The share of hits here may be higher or lower than overall.

mcGAS MS inh | structure
-3 | CN(C(=S)NC(=O)c1ccco1)C1CCS(=O)(=O)C1 (stereo not drawn)
-2 | Cn1c([N+](=O)[O-])cc[n+]1C
-13 | Cc1nc2c(C)cccn2c(=O)c1NC(=O)c1ccccc1C(F)(F)F
0 | CN(CC(=O)NC(C)(C)C)c1ncc(C(F)(F)F)cc1Cl
0 | O=C(NC1CC1)C1CCN(C2CCN(C(=O)c3ccccc3-n3cccn3)CC2)CC1
-6 | O=C(c1ccc2c(c1)OCO2)N1CCCC(Nc2ccc(F)c(F)c2)C1 (stereo not drawn)
-14 | CN1CC2(CCN(C(=O)c3ccccc3-n3cncn3)C2)OC1=O (stereo not drawn)
-16 | CCNC(=O)c1cccnc1Sc1cccc(C(F)(F)F)c1
-14 | N#Cc1c(N)nc2c(c1-c1cccnc1)CCCCC2
-12 | CC(=O)NNC(=S)NC1CCCC1
-7 | CC(=O)CC1(O)C(=O)N(CCCOc2ccccc2C)c2c(C)cccc21 (stereo not drawn)
-7 | CCOC(=O)N1CCC(N2CCN(Cc3ccc(OCC)cc3)C(CCO)C2)CC1 (stereo not drawn)
0 | O=c1[nH]c(Cn2cc(C(F)(F)F)cc(Cl)c2=O)nc2sc3c(c12)CCC3
6 | CC1(C(=O)O)CCCCCCC1O (stereo not drawn)
-6 | CN(Cc1ccccc1)c1ncccc1CNC(=O)[C@H]1C[C@@H]2C=C[C@H]1C2

Following part:
mcGAS MS inh | structure
4 | O=C1/C(=C/c2ccc(O)cc2)SC(=Nc2ccccc2)N1C1CCCC1
2 | O=C(Nc1cccc(-n2cccn2)c1)C1CCCN(Cc2ccc(C#CCCO)cc2)C1 (stereo not drawn)
-1 | Cc1sc2nc(SCC(=O)NCc3ccccc3)n(CC(C)C)c(=O)c2c1C
-17 | O=C1CCCN1CCCNc1ncc(F)c(N2CCOCC2)n1
2 | OC(c1ccccc1)c1nccn1C(F)(F)C(F)F (stereo not drawn)
-5 | Cc1ccc(C)c(-n2c(C)c(C)n3c4c(=O)n(C)c(=O)n(C)c4nc23)c1
1 | CSc1ccc(CN2C(=O)C(C)Oc3ccc(C#N)cc32)cc1 (stereo not drawn)
-6 | CC(=O)OC1CCC23CC1(C)CCC2C(C)(C)CC3OC(C)=O (stereo not drawn)
2 | CC1=C(C(=O)OC(C)C)C(c2ccc(C(C)C)cc2)N2C(=O)C(C)SC2=N1 (stereo not drawn)
-27 | CCCc1ccc(-c2cc(N)n(CCO)n2)cc1
-12 | CN1CCN(C(=O)c2nccnc2N)c2cc(F)ccc21
-3 | Cc1nnc(CN(C)C(=O)CC(c2ccccc2)c2ccco2)o1 (stereo not drawn)
-3 | O=C(NNS(=O)(=O)Cc1cccc(F)c1)c1ccccc1F
-3 | O=C1CC2(CCCC2)C(=O)N1CN1CCN(S(=O)(=O)c2ccc(Cl)s2)CC1
7 | CCS(=O)(=O)c1ncc(CN2CCN(C(C)=O)CC2)n1CCc1ccccc1

Five of the entries above in order of their number in mcGAS MS inh, rising:
mcGAS MS inh | structure
-17 | O=C1CCCN1CCCNc1ncc(F)c(N2CCOCC2)n1
-1 | Cc1sc2nc(SCC(=O)NCc3ccccc3)n(CC(C)C)c(=O)c2c1C
1 | CSc1ccc(CN2C(=O)C(C)Oc3ccc(C#N)cc32)cc1 (stereo not drawn)
2 | O=C(Nc1cccc(-n2cccn2)c1)C1CCCN(Cc2ccc(C#CCCO)cc2)C1 (stereo not drawn)
4 | O=C1/C(=C/c2ccc(O)cc2)SC(=Nc2ccccc2)N1C1CCCC1

Later entries.
mcGAS MS inh | structure
-10 | N#C/C(=C/c1ccccc1C(F)(F)F)c1ccccn1
2 | COc1ccc(OC2CCN(C3CCCC3)CC2)c(C(=O)NCc2csc(C)n2)c1
-6 | c1ccc(Nc2nc3ccccc3n3cnnc23)cc1
-13 | C=CCN(CC=C)C(=O)CC1C(=O)NCCN1Cc1ccc(Cl)c(F)c1 (stereo not drawn)
17 | CN(C)C(=O)C1CCCN1Cn1[nH]c(-c2ccccc2)nc1=S (stereo not drawn)
-3 | COc1ccc(Cl)cc1Cn1c(C)c(C(=O)NCc2ccccc2C(F)(F)F)sc1=O
-9 | C=CCn1c(=O)c2c(nc3n(Cc4ccccc4)c(C)c(C)n23)n(C)c1=O
-18 | O=S(=O)(NCc1ccccc1)Nc1ccc(-c2cn[nH]c2)cc1
0 | Cc1ccc(C)n1C1CCN(C(=O)NCc2ccc(NC(=O)C(C)C)cc2)CC1
1 | O=C(c1ccc([N+](=O)[O-])cc1)N1CCCC(OCc2ccc(Br)cc2)C1 (stereo not drawn)
-3 | NC(=O)c1ccc(NC(=O)N2CCC(Cc3ccccc3)C2)cc1 (stereo not drawn)
0 | c1ccc(-n2nnnc2N2CCCC2c2cccs2)cc1 (stereo not drawn)
0 | S=c1nc(-c2ccncc2)[nH][nH]1
-13 | COc1cccc2c1OCCCN(C(=O)c1ccc(=O)[nH]c1)C2
6 | CC(c1ccccn1)N(C)Cc1cnc(S(C)(=O)=O)n1Cc1ccccc1F (stereo not drawn)

Carrying on.
mcGAS MS inh | structure
-16 | CN1CCN(c2ncccc2CNC(=O)c2ccc3cccnc3n2)CC1
-6 | CCOC(=O)N1CCN(c2ccc([N+](=O)[O-])cc2Cl)CC1
-19 | O=C(NCc1ccc(C(=O)N2CCCCC2)cc1)C1CC2(CCNCC2)CN1 (stereo not drawn)
1 | C#CCN(C(=O)c1cc(=O)[nH]c2cc(F)ccc12)C1CCCCC1
2 | Cc1cc(C)c2oc(-c3ccc(C)c(NC(=O)c4cccc(F)c4)c3)nc2c1
-8 | CNc1cc(-c2cccc(OC)c2)ncn1
1 | CCNC(=O)C1(C)CCCN(Cc2cccs2)C1 (stereo not drawn)
-2 | c1ccc(-c2nn(-c3ccccc3)cc2CN2CCCC(N3CCCC3)C2)cc1 (stereo not drawn)
-4 | NC(=O)c1cc(C(N)=O)c(C(N)=O)nc1C(N)=O
-9 | COc1ccc(C=C2N=C(c3cccc(Cl)c3)OC2=O)c(OC)c1OC
20 | O=C1NCC2(CCCN(Cc3ccc4ccccc4n3)CC2)O1 (stereo not drawn)
-5 | COc1ccc(OCCN(C)Cc2cc(C#N)ccc2F)cc1
-16 | COc1ccccc1NC(=O)c1ccc2c(c1)NC(=O)CS2
-9 | O=C(NCC1COc2ccccc2O1)c1ccc2c(c1)CCC2 (stereo not drawn)
-12 | CC1(C(=O)NS(=O)(=O)c2ccccc2)CCN1C(=O)Cc1ccc(-c2ccccc2)cc1 (stereo not drawn)

(list continues)
mcGAS MS inh | structure
-5 | CC(=O)c1ccc2c(c1)N(Cc1ccccc1C)C(=O)C(C)S2 (stereo not drawn)
50 | CC1(NC(N)=O)CCS(=O)(=O)C1 (stereo not drawn)
-29 | COc1cc(Cl)cc(C(=O)N2CCN3CCN(C)CC3C2)c1 (stereo not drawn)
-40 | Nc1nn(S(=O)(=O)c2ccc([N+](=O)[O-])cc2)cc1-c1ccc(Br)cc1
-8 | Cc1c(C)n2c3c(=O)n(C)c(=O)n(C)c3nc2n1CCNc1cccc(Cl)c1
-1 | Cc1noc(C)c1CNC(=O)N1CCCC1C(C)C (stereo not drawn)
-6 | CN(CCc1ccccc1)Cc1ccc2n1CCN=C2c1ccccc1
-19 | CC(C)S(=O)(=O)c1ccc(C(=O)NCc2cccc(CN3CCCCCC3)c2)cc1
-9 | Cc1ccc(C(C2Sc3nc(C)nn3C2=O)N2CCCC(C)C2)cc1 (stereo not drawn)
-5 | CCOc1ccc(NS(=O)(=O)c2c(C)noc2C)cc1S(=O)(=O)N1CCCC1
-2 | O=C(C1CCCO1)N1CCN(Cc2cn[nH]c2-c2ccc(F)cc2)CC1 (stereo not drawn)
-10 | Cc1nn(C)c(C)c1CN(C)C(=O)CC(c1ccccc1)c1ccccc1F (stereo not drawn)
9 | CNS(=O)(=O)c1ccc(CN2CCCC(CCc3ccc(F)cc3)C2)cc1 (stereo not drawn)
-40 | Cc1nn(CCNS(=O)(=O)NCc2ccccc2)c(C)c1Cl
2 | CC(OC(=O)c1c(F)cccc1F)C(=O)Nc1ccc2c(c1)CCC2 (stereo not drawn)

Three structures already listed, sorted by molar mass, rising:
mcGAS MS inh | structure
2 | CC(OC(=O)c1c(F)cccc1F)C(=O)Nc1ccc2c(c1)CCC2 (stereo not drawn)
-9 | C=CCn1c(=O)c2c(nc3n(Cc4ccccc4)c(C)c(C)n23)n(C)c1=O
2 | Cc1cc(C)c2oc(-c3ccc(C)c(NC(=O)c4cccc(F)c4)c3)nc2c1

Other entries follow:
mcGAS MS inh | structure
-1 | O=C(O)C1CCN(c2ccc(Br)cn2)CC1
3 | CCCCOc1ccc(C(=O)NCc2nnc(SCC(=O)Nc3nccs3)n2-c2cccc(C(F)(F)F)c2)cc1
9 | Cc1nn(Cc2csc(C(C)C)n2)c(N)c1C#N
4 | CSCC(=O)N1CCC2(CCCN(Cc3ccc(F)c(F)c3)C2)C1 (stereo not drawn)
-8 | CCOC(=O)C1C(=O)NC(N2CCN(c3ccccc3)CC2)=NC1c1ccc(OC)cc1 (stereo not drawn)
9 | COc1ccc(-c2c(C(C)C)nn3c(N)c(C#N)nnc23)cc1
-2 | O=C(NCc1ccccc1)NNC(=O)c1cccn(Cc2cccc(Cl)c2)c1=O
-3 | CCc1ccccc1-c1nccn1CCN(C)C
-12 | CC(C)NS(=O)(=O)c1ccc(NS(=O)(=O)c2ccc(Cl)c(C(F)(F)F)c2)cc1
-6 | Cn1c(=O)c2c(nc(N3CCN(CCO)CC3)n2CCCc2ccccc2)n(C)c1=O
-2 | Cc1cc(C)cc(-n2nc3c(c2NC(=O)C2CC2)CSC3)c1
9 | CCC(NC(=O)c1cccc(N2CCCS2(=O)=O)c1)c1ccc(Br)cc1 (stereo not drawn)
-12 | Cc1c(/C=N\NC(=O)C(C)SCc2ccccc2)c(Cl)nn1-c1ccccc1 (stereo not drawn)
-4 | COC(=O)C1=CN(C2CC2)C=C(C(=O)OC)C1c1cccs1
-14 | O=S1(=O)CC(O)C(NCc2ccco2)C1 (stereo not drawn)

(more compounds)
mcGAS MS inh | structure
-5 | CCOC(=O)Cn1c(=NC(=O)c2cc(Cl)sc2Cl)sc2cccc(F)c21
0 | CCn1cnnc1CNC(=O)CCNC(=O)C12CC3CC(CC(C3)C1)C2
1 | CC1OC(C)(C)N(C(=O)OC(C)(C)C)C1C(=O)NCc1cccnc1N1CCCCC1 (stereo not drawn)
-2 | CN1CCN(Cn2nc(-c3ccccc3)oc2=S)CC1
-11 | COc1nc(SC)nnc1C
10 | O=c1cc(-c2ccccc2)[nH]n1-c1nc(-c2ccccc2)cs1
10 | COc1ccc(C(=O)Nc2c(C)nc3ccc(C)cn3c2=O)cc1
4 | CN(CCNS(=O)(=O)c1cccc2nsnc12)Cc1ccccc1
-3 | CCOC(=O)c1c(C)n(-c2ccccc2)c2ccc(OC(=O)c3ccccc3C)cc12
-33 | CNC(=O)c1ccc(CSc2nccn2Cc2ccccn2)cc1
-8 | CC(c1ccccc1O)N(C)C(=O)CSc1ccc(C(F)(F)F)cn1 (stereo not drawn)
-17 | CN(C)c1nc(N)nc(-c2nc3ccccc3s2)n1
-6 | Cc1ccc(C(=O)COC(=O)C23CC4CC(CC(O)(C4)C2)C3)s1
-12&23 | CSc1ncccc1C(=O)N1CCCC(CCC(=O)N(C)CCc2ccccn2)C1 (stereo not drawn)
1 | CC(=O)NC1C(OC2CC(C)CCC2C(C)C)OC(COC(C)=O)C(OC(C)=O)C1OC(C)=O (stereo not drawn)

Another view of some results above:
CN(C)c1nc(N)nc(-c2nc3ccccc3s2)n1
  mcGAS MS inh: -17
Cc1ccc(C(=O)COC(=O)C23CC4CC(CC(O)(C4)C2)C3)s1
  mcGAS MS inh: -6
CSc1ncccc1C(=O)N1CCCC(CCC(=O)N(C)CCc2ccccn2)C1 (stereo not drawn)
  mcGAS MS inh: -12&23
CC(=O)NC1C(OC2CC(C)CCC2C(C)C)OC(COC(C)=O)C(OC(C)=O)C1OC(C)=O (stereo not drawn)
  mcGAS MS inh: 1

More records.
mcGAS MS inh | structure
-3 | O=C(c1cccc(Cl)c1F)N1CCCC(CO)(Cc2ccc(F)cc2)C1 (stereo not drawn)
10 | CC(C)N(C)c1ccc(NC(=O)N2CCSC3CCCCC32)cc1F (stereo not drawn)
3 | CN(C)c1ncnc(NCC(c2ccc(F)cc2)N2CCOCC2)c1N (stereo not drawn)
-3 | O=S(=O)(Nc1ccccn1)c1ccc(Br)cc1
11 | CC1=CC[C@@H]2CN(C(=O)c3cccc4nccnc34)C[C@@H]2C1
-7 | CC1C(=O)N(c2cccc(Br)c2)CCN1C(=O)c1ccc(Cl)cc1Cl (stereo not drawn)
-11 | CC1=NN(c2ccccc2)C(c2ccccc2)C1 (stereo not drawn)
5 | CCCCn1nnnc1CNC(=O)c1ccc(-n2ccc(C)n2)cc1
-9 | NC(=O)c1cnc2n1CCN(C(=O)c1cn3ccsc3n1)C2
8 | Cc1ccc(-c2ccc(=O)n(CCCNC(=O)NC3CCCCC3)n2)cc1
-4 | O=C(O)[C@H]1C[C@@H](O)CCN1C(=O)C1(c2ccc(Cl)cc2)CC1
-2 | Cc1sc(NC(=O)C2CC2)c(C(=O)N2CCC3(CC2)OCCO3)c1C
-12 | Cn1ccnc1C(NC(=O)CN1C(=O)NC(=O)C1(C)C)C1CC1 (stereo not drawn)
-3 | COc1ccc(NC2CCCN(C(=O)c3ccc(N4CCCC4=O)cc3)C2)cc1OC (stereo not drawn)
5 | O=C(Nc1ccc(SC(F)F)cc1)c1ccc(-n2cncn2)cc1

Going on with the list.
mcGAS MS inh | structure
5 | COc1ccc(S(=O)(=O)NCCCn2nc(-c3cccs3)ccc2=O)cc1F
14 | CCN1c2ccccc2Sc2cc(C=O)ccc21
2 | CN(Cc1nc2c(s1)CCCC2)C1CCN(c2ccc(C(=O)N[C@H]3CCCCNC3=O)cc2)CC1
10 | CC(O)Cc1nsc(NC(=O)c2ccc(Br)o2)n1 (stereo not drawn)
-12 | CC1(C(=O)N2CCN(C(=O)c3ccco3)CC2)CCN1Cc1ccc(OC(F)(F)F)cc1 (stereo not drawn)
-13 | Cc1ncc(CC(=O)N2CCOC(C(F)(F)F)C2)c(=O)[nH]1 (stereo not drawn)
0 | COC(=O)COC(=O)c1cc2ccccc2[nH]1
-4 | C[C@@H]1CCC2[C@](C)(CO)[C@@H](O)CC[C@]2(C)[C@@]12CC[C@@](CO)(CCO)O2 (stereo partly drawn)
-4 | NCc1csc(CNC(=O)c2ccccc2)n1
